HEK293 tox: qHTS of GLP-1 Receptor Inverse Agonists: Cytotox Screen. HEK293 cAMP-luciferase reporter cells, luminescence, 24 h. Potency, µM (top dose mostly 38.3 µM), for inactives: at the top dose activity change, negative = inhibition, usual class: inhibitors. 410,000 compounds, 0.13% hits;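 note: loss of luciferase light is scored as toxicity; potency is the fitted concentration of half-maximal effect; % is set by controls: 0 for no effect and ±100 for the full control effect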
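1536-well qHTS counterscreen of the MLSMR; 200 cells/uL, 12 h pre-incubation, 23 nL cpd, 24 h at 37 deg C 5% CO2, luciferase detection reagent, 12 min RT, luminescence. Inhibition = undesired.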
DRD3 agonist: qHTS of D3 Dopamine Receptor Agonist: qHTS | D3R DiscoveRx beta-arrestin cells, luminescence, 90 min | max activation, % | D(3) dopamine receptor (Homo sapiens), P35462 | 410,000 compounds, 0.58% hits | AID 652048, 2013; in the data active = max activation above about 30%; note: 0% is about no effect; mostly tested at two doses, the higher about 12 µM
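Agonist-mode cell screen: cells plated at 1500/well and incubated overnight at 37 °C, then exposed to library compounds for 90 min at 37 °C. Detection reagent was added for 30–60 min at room temperature, and luminescence was read.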
PI5P4K alpha inh: qHTS for Inhibitors of phosphatidylinositol 5-phosphate 4-kinase (PI5P4K); max response, %; PI5P4Kalpha enzyme, ADP-Glo luminescence, 60 min; stronger effect = lower value; 330,000 compounds, 1.2% hits; active = max response of -50% or lower; inconclusive = between -30% and -50%; inactive = -30% or higher; note: value at the top dose of about 77 µM; % is set by controls: 0 for no effect and ±100 for the full control effect
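Quantitative HTS of the MLSMR library against PI5P4Kalpha with substrate. ATP added last at 5 microM final; room temperature, 60 minutes. Remaining ATP depleted, ADP converted and read as luminescence.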
D3 antag: qHTS of D3 Dopamine Receptor Antagonist: qHTS. 360,000 compounds, 2.5% hits. AID 652054, 2013. D3R cells, DiscoveRx beta-arrestin luminescence, antagonist mode; stronger effect = lower value. D(3) dopamine receptor (Homo sapiens), P35462. max response, negative = inhibition, %; in the data active = max response below about -50%; inconclusive = no clear call, values can overlap the other calls; note: % is set by controls: 0 for no effect and ±100 for the full control effect; mostly tested at two doses, the higher about 12 µM
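Cells plated overnight at 1500 cells/well, then exposed to library compounds with dopamine controls for 90 minutes at 37 degrees C. DiscoveRx reagent added for 30–60 minutes at room temperature; luminescence read, quantitative HTS format.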
PLK1 PBD inh: qHTS for Inhibitors of PLK1-PDB (polo-like kinase 1 - polo-box domain): Primary Screen; 360,000 compounds, 2.8% hits; Plk1 PBD binding of FITC phosphopeptide, fluorescence polarization; Serine/threonine-protein kinase PLK1 (Homo sapiens), P53350; Potency, µM, for inactives: max response, negative = inhibition, actives largely listed as inhibitors; note: potency is the fitted concentration of half-maximal effect; series mostly up to about 57 µM; % is set by controls: 0 for no effect and ±100 for the full control effect; nearly all actives have a fitted effect of over 65% in size
WRN helicase inh: qHTS for Inhibitors of WRN Helicase | Bifunctional 3'-5' exonuclease/ATP-dependent helicase WRN (Homo sapiens), Q14191 | Potency, µM (series often up to 114 µM), inactives show at the top dose activity change, negative = inhibition, usual class: inhibitors | WRN helicase unwinding, fluorescent forked duplex, kinetic | 360,000 compounds, 0.46% hits | AID 651768, 2012; note: potency is the fitted concentration of half-maximal effect; % is set by controls: 0 for no effect and ±100 for the full control effect; nearly all actives have a fitted effect of over 55% in size
Target sequence (Q14191 whole entry, looked up): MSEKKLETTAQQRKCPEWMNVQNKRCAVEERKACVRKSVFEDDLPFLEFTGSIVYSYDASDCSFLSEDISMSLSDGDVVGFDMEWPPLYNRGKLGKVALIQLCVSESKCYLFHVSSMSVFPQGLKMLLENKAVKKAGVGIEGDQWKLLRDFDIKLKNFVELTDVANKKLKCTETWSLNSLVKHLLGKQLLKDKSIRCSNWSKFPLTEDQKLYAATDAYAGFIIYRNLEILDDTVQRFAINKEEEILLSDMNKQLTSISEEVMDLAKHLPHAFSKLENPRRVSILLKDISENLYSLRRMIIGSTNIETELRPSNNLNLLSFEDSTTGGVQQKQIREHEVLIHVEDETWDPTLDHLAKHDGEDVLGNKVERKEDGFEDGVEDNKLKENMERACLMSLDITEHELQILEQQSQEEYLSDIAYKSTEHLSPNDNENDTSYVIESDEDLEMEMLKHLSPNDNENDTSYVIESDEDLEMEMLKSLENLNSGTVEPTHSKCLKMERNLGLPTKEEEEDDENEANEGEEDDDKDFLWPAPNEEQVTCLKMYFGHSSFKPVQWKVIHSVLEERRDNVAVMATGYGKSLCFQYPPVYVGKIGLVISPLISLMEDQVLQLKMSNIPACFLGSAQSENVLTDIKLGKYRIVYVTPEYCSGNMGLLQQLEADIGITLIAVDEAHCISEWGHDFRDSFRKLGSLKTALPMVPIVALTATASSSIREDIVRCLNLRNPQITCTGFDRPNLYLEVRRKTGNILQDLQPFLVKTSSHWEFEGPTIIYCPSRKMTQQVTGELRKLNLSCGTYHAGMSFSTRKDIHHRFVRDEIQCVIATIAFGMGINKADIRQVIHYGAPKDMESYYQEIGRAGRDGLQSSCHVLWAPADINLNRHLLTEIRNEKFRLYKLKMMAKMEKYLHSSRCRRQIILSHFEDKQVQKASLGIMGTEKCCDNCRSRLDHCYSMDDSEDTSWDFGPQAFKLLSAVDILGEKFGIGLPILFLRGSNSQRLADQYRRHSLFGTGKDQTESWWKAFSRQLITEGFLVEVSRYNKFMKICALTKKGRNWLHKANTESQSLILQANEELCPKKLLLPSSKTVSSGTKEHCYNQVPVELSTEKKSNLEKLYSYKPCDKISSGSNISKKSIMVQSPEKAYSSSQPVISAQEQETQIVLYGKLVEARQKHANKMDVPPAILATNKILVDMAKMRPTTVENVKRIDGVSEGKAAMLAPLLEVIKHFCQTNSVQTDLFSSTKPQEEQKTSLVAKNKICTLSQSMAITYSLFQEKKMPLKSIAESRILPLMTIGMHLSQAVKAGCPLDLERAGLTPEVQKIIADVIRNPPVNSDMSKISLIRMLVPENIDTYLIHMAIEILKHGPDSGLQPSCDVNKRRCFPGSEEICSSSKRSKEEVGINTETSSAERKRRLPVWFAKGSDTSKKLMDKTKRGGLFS
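WRN at 20 nM final was preincubated with compound for 15 min at room temperature; reaction started with 100 nM forked duplex oligonucleotide carrying fluorophore and quencher plus 2 mM ATP (final). Unwinding followed kinetically by red fluorescence (ex 525/em 598 nm).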
GLP-1R agonist: qHTS of GLP-1 Receptor Agonists. Glucagon-like peptide 1 receptor (Homo sapiens), P43220. 380,000 compounds, 0.007% hits. HEK293 GLP-1R CRE-luciferase, luminescence, 4-6 h; cells express a hypersensitive GLP-1R form. Potency, µM (doses to about 45.6 µM), inactives show at the top dose activation, usual class: activators; note: potency is the fitted concentration of half-maximal effect; % of control where 0% means no effect
GLP1R inv ag: qHTS of GLP-1 Receptor Inverse Agonists (Inhibition Mode). Glucagon-like peptide 1 receptor (Homo sapiens), P43220. HEK293 GLP-1R CRE-luciferase, luminescence, 24 h; GLP-1R form is constitutively active. Potency, µM (highest dose often 38.3 µM), for inactives: at the highest dose activity change, negative = inhibition, most hits filed as inhibitors. 410,000 compounds, 1.6% hits; note: potency is the fitted concentration of half-maximal effect; % is set by controls: 0 for no effect and ±100 for the full control effect; nearly all actives have a fitted effect of over 55% in size
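Readout was luciferase luminescence, measured 12 min after detection reagent at room temperature. Beforehand, GLP-1R reporter HEK293 cells had sat 12 h, then received compounds for 24 hr at 37 deg C.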
IL2 activator: qHTS of IL-2 Activators; 360,000 compounds, 0.065% hits; activation, % (series mostly up to about 46 µM); AID 652025, 2013; IL-2 activation reporter assay, cell-based qHTS; stimulated with anti-CD3/CD4/CD28 beads; in transgenic mouse T cells; in the data active = activation above about 50%; inconclusive = mostly about 30% to 49%; note: 0% is about no effect
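Unstimulated transgenic mouse T cells preincubated 60 min with compound, then stimulated with anti-CD3/anti-CD4-coated beads plus anti-CD28 for 18 h at 37 degrees C. IL-2 response read as EGFP and DsRed fluorescence by plate cytometry.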
* hit, by the source's call; ? = inconclusive; . = not tested or not shown; & = joins results of further samples; [ ] = dose if it differs, or a comment. Unless noted, calls come from the whole dose curve; as a rule, active = well fitted curve in the direction sought with a large enough effect; inconclusive = small, poorly fitted or top-dose-only effect, or another doubt; inactive = no such curve, though single readings can be large; an effect the other way counts as inactive or inconclusive.

[1] Cc1ccc(SCC(=O)Nc2cccc(C(=O)NC(C)(C)C)c2)cc1
[2] O=C(NCC1(O)CCCCC1)C1CCC(=O)N(Cc2cccc(C(F)(F)F)c2)C1 (stereo not drawn)
[3] COc1ccc(CN(C(=O)c2snc(C(N)=O)c2N)C(C(=O)NC2CCCC2)c2ccc(OC)cc2)cc1 (stereo not drawn)
[4] Cc1ccc(C(=O)CC(=O)c2ccccc2C)c(O)c1
[5] COc1ccccc1CC(=O)Nc1cccc(S(=O)(=O)N2CCOCC2)c1
[6] CCC/C=C/c1ccc(CN2C(C(C)C)C(=O)N(Cc3cn(CCC4OCCCO4)nn3)CCS2(=O)=O)cc1 (stereo not drawn)
[7] CCOc1ccc(C(=O)CCC(=O)Nc2ccc(C)cn2)cc1
[8] Cc1ccc(N2C(=O)C(CC(=O)Nc3cccc(F)c3)N(CCc3ccccc3F)C2=O)cc1 (stereo not drawn)
Assay by compound,1,2,3,4,5,6,7,8
PI5P4K alpha inh,-3,0,2,13,5,18,3,.
PLK1 PBD inh,-8%,-4%,-10%,47%[activator],-11%,1%,-11%,.
D3 antag,14,-9,-10,-50*,-13,-4,2,.
GLP-1R agonist,2%,-7%,10%,5%,-3%,-7%,0%,-4%
WRN helicase inh,-5%,-32%,6%,-4%,-29%,-7%,-34%,.
HEK293 tox,-19%,-10%,0%,32%[activator],1%,-1%,-1%,-28%
IL2 activator,-0.2,-1.1,1.7,-4.8,-3.0,-2.5,7.0,.
GLP1R inv ag,?,20%,?,?,-4%,?,2%,?
DRD3 agonist,-18,-7,-8,11,0,3,-4,-24

[9] Cc1cccn2c(=O)nc(SCC(=O)N3CCN(c4ccccc4)CC3)nc12
[10] O=S(=O)(c1ccc(SCc2ccc(Cl)cc2)nc1)N1CCCC1
[11] COc1ccc(NC(C)=O)cc1NC(=O)C1CCCN1C(=O)c1cccs1 (stereo not drawn)
[12] CN(C)c1ccc(NC(=S)NC(=O)/C=C/c2ccc(Cl)cc2)cc1
[13] COc1ccccc1NC(=O)c1cc2c(CO)cnc(C)c2oc1=Nc1ccc(OC)c(OC)c1
[14] Cc1ccc(NC(=O)c2nnn(CC(=O)Nc3ccc4c(c3)OCO4)c2N)cc1C
[15] CC(Sc1nc(N)cc(=O)[nH]1)C(=O)Nc1sc2c(c1C#N)CCCC2 (stereo not drawn)
[16] O=C(NCc1ccncc1)Nc1cc(Cl)ccc1Cl
Assay by compound,9,10,11,12,13,14,15,16
PI5P4K alpha inh,-8,5,-6,2,0,-5,-9,1
PLK1 PBD inh,-12%,-13%,-2%,?,1%,-2%,-13%,-1%
D3 antag,0,-23,12,-13,32,-11,8,-2
GLP-1R agonist,2%,17%,-4%,-5%,0%,-2%,12%,3%
WRN helicase inh,5%,-1%,4%,8%,-9%,-11%,3%[57.1 µM],1%
HEK293 tox,16%,4%,18%,-31%,17%,2%,10%,2%
IL2 activator,-2.3,1.2,0.4,-2.2,-2.0,-0.5,-0.4,1.0
GLP1R inv ag,9%,?,16%,2%,7%,-11%,49%[activator],16%
DRD3 agonist,-8,-10,-3,-1,4,-2,4,-3

[17] O=C(NNc1ccccc1)C(CCO)C(=O)NNc1ccccc1
[18] CCOC(=O)c1ccc2[nH]c3c(c2c1)CN(C)CC3
[19] COc1ccc(CNC(=O)COC(=O)CCOc2ccc(C)cc2)cc1OC
[20] CC(=O)c1cccc(NC(=O)Cc2coc3cc4c(cc23)CCC4)c1
[21] CC(C)(CNC(=O)c1ccc(S(=O)(=O)Nc2cccc(C(F)(F)F)c2)cc1)N1CCOCC1
[22] COC(=O)CSc1nnc2n(C3CCCCC3)c(=O)c3c4c(sc3n12)CCCC4
[23] CC1=C(C(=O)Nc2cccnc2)C(c2ccccc2)n2nc(SCc3ccccc3Cl)nc2N1 (stereo not drawn)
[24] Cc1cc2c3nonc3ccc2n1-c1ccccc1
Assay by compound,17,18,19,20,21,22,23,24
PI5P4K alpha inh,1,-3,14,-4,1,.,.,10
PLK1 PBD inh,-11%,3%,-1%,-4%,-9%,-9%,.,-10%
D3 antag,15,10,0,4,-13,-20,.,?
GLP-1R agonist,2%,-3%,6%,6%,1%,9%,-1%,0%
WRN helicase inh,0%,5%,0%,-2%,-7%,-2%,.,-1%
HEK293 tox,-9%,-3%,4%,12%,-26%,1%,5%,116%[activator]
IL2 activator,1.1,-0.6,-0.6,-4.2,4.7,-0.3,.,0.4
GLP1R inv ag,?,-11%,18%,?,?,0%,17%,?
DRD3 agonist,4,1,7,-1,-7,-9,-9,-4

[25] Cc1ccc2c(c1)N(CC(=O)N(Cc1ccccn1)Cc1ccco1)C(=O)C(C(C)C)O2 (stereo not drawn)
[26] CC(C(=O)NC1C=CS(=O)(=O)C1)N1C(=O)/C(=C/c2ccc(Cl)cc2)SC1=S (stereo not drawn)
[27] CCN1C2=NCCCN2c2ccccc21
[28] CC(=O)Nc1nc2ccc(C(=O)NCCOC(=O)C3CCCCC3)cc2s1
[29] O=C(Nc1ccc(F)cc1)c1c(Cl)nc2ccccn12
[30] CC(C)OCCCN1C=C2C(=O)C(C)(OC(=O)CCc3ccccc3)C(=O)C=C2C=C1c1ccc(C#N)cc1 (stereo not drawn)
[31] C#CCn1c(=NC(=O)CN2C(=O)CCC2=O)sc2cccc(OC)c21
[32] Nc1ncnc2c1ncn2[C@@H]1O[C@H](CNCc2ccccc2)[C@@H](O)[C@H]1O
Assay by compound,25,26,27,28,29,30,31,32
PI5P4K alpha inh,3,-13,-3,1,-11,-13,1,1
PLK1 PBD inh,-7%,?,3%,?,0%,-23%,0%,-14%
D3 antag,8,-3,18,-13,-13,0,6,-26
GLP-1R agonist,5%,-2%,-17%,8%,23%,-8%,-2%,1%
WRN helicase inh,-1%,-12%,0%,6%,-8%,12%,4%,-4%
HEK293 tox,-16%,?,0%,-1%,2%,-9%,-2%,1%
IL2 activator,-2.5,0.1,0.7,-3.7,7.5,0.5,-0.6,-0.3
GLP1R inv ag,?,4%,13%,15%,31%,5%,32%[activator],17%
DRD3 agonist,1,2,-10,-5,1,-19,8,-19

[33] Cn1nccc1C(=O)Nc1ccc2c(c1)OCO2
[34] Cn1c(-c2sccc2OCc2cccc(C(F)(F)F)c2)n[nH]c1=S
[35] COc1ccc(CNC(=O)CN2C(=O)COc3ccc(S(=O)(=O)N4CCOCC4)cc32)cc1
[36] COc1ccc(S(=O)(=O)Nc2c(C)n(C)n(-c3ccccc3)c2=O)cc1Br
[37] CCOc1ccccc1C(=O)NN1C(=O)C2CCCCC2C1=O (stereo not drawn)
[38] COc1ccc(C(O)c2nc(-c3cccc(C(=O)O)c3)cs2)cc1 (stereo not drawn)
[39] CCOc1ccc(C2NC(=S)NC3=C2CCc2ccccc23)cc1 (stereo not drawn)
[40] Cc1cccc2cc(CN(Cc3cccs3)C3(c4nnnn4C4CCCC4)CCCC3)c(=O)[nH]c12
Assay by compound,33,34,35,36,37,38,39,40
PI5P4K alpha inh,-29,14,1,-3,0,4,-2,-3
PLK1 PBD inh,-7%,-16%,4%,-6%,-6%,-9%,?,-3%
D3 antag,4,?,10,0,-19,14,2,?
GLP-1R agonist,-3%,11%,2%,4%,-3%,0%,8%,-4%
WRN helicase inh,-3%,2%[57.1 µM],5%,0%,-30%[57.1 µM],0%,2%,-2%
HEK293 tox,-1%,7%,-10%&2%,-26%&-9%,-8%,-4%,?,-8%
IL2 activator,-3.6,-1.1,-0.1,-0.1,2.7,-0.6,4.3,-0.2
GLP1R inv ag,8%,?,-20%&3%,5%&5%,-19%,3%,-11%,12%
DRD3 agonist,14,-8,2&8,-2&5,-9,2,-5,-2

[41] COc1ccccc1Cc1c(-c2ccc(C)cc2)nc2ccc(Br)cn12
[42] COc1ccc(-c2nn(-c3ccccc3)cc2/C=N/NC(=O)c2ccc(Br)o2)cc1
[43] CCCC(=O)NC(c1ccccc1)c1ccc2cccnc2c1O (stereo not drawn)
[44] CCOC(=O)Cc1csc(NC(=O)Cc2ccc(Cl)cc2)n1
[45] Cc1cccc(C(=O)Nc2ccc(O)c3c(=O)cc(-c4ccccc4Cl)oc23)c1
[46] CCOC(=O)c1ccc(NC(=O)CN2C(=O)C3C4C=CC(C4)C3C2=O)cc1 (stereo not drawn)
Assay by compound,41,42,43,44,45,46
PI5P4K alpha inh,0,5,2,-1,-10,6
PLK1 PBD inh,-10%,?,-16%,-11%,-7%,-4%
D3 antag,0,66,?,-2,0,-15
GLP-1R agonist,-4%,0%,6%,9%,-2%,-9%
WRN helicase inh,-10%,-17%,1%,-5%,6%,6%
HEK293 tox,-14%,22%,?,-7%,9%,-7%
IL2 activator,-0.7,0.0,-0.5,0.0,0.6,2.4
GLP1R inv ag,?,15%,?,?,16%,?
DRD3 agonist,-18,18,31*,-2,-14,10
